Screening data: PubChem BioAssay, SRMLSC
Ecoli WT growth: growth inhibitors of wild type E. coli, primary screen, strain BW25113 wild type, absorbance readout | E. coli BW25113 growth inhibition, OD600 | inhibition, % at 10 µM | 0.05% of 20,000 active | AID 552, 2006; in the data active = inhibition above about 40%;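 note: bacteria exposed to compound for 20 hours at 37 °C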
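Material: bacterial strain in a whole-cell growth screen; Amount: inoculum from a 1:1000 dilution of a 1.5 h subculture; Buffer or medium: LB plus kanamycin 50 µg/mL; Dosing: one dose, 10 µM final; Times: compound exposure of 20 h at 37 °C; Measured by: absorbance at 615 nm as a measure of bacterial growth.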
* marks the source's active call; other numbers are inactive results. An excerpt; rates above refer to the full screens.

smiles	Ecoli WT growth
N#C/C(=C(/O)CN1CCOCC1)c1nc2ccccc2s1	-10
COCC(=O)N(Cc1ccc(OC)cc1)Cc1nc2ccccc2c(=O)[nH]1	19
CC(C)OC(=O)CN1C(=O)C(C)(C)Oc2ccc(C(=O)NC3CC3)cc21	-2
O=C(CSc1nc(N2CCCCC2)nc(N2CCCCC2)n1)c1ccccc1	-23
Cc1cc(C)cc(NCC(=O)Nc2c(C)cccc2C)c1	0
COc1ccc(-n2nnnc2-c2cccc(OC)c2)cc1	7
O=[n+]1c2c(n([O-])c3c1CCCC3)CCCC2	-1
CC(Sc1n[nH]c(=O)[nH]c1=O)C(=O)OCc1ccccc1 (configuration not stated)	0
c1ccc(-c2nn3c(Cn4cnc5ccccc54)nnc3s2)cc1	-17
CCOc1ccc(S(=O)(=O)Nc2cccc(Cl)c2)cc1	-1
CC(C)Cc1cc(C(=O)Nc2c(F)cc(F)cc2Br)no1	7
Cc1ccc(NS(=O)(=O)c2cc(C(=O)O)ccc2Cl)c(C)c1	-20
C[C@]12CC[C@@H]3c4ccc(O)cc4CC[C@H]3[C@@H]1CC[C@@H]2OC(=O)CCC(=O)O	-2
COc1ccc(C2CC(=O)C3=C(C2)Nc2ccccc2N(C(=O)C2CC2)C3c2cccnc2)cc1OC (configuration not stated)	-5
CCCCC(=O)O[C@H]1CC[C@H]2[C@@H]3CCc4cc(O)ccc4[C@H]3CC[C@]12C	5

Shown as labelled records: entries from further up.
CC(Sc1n[nH]c(=O)[nH]c1=O)C(=O)OCc1ccccc1 (configuration not stated)
- Ecoli WT growth: 0

c1ccc(-c2nn3c(Cn4cnc5ccccc54)nnc3s2)cc1
- Ecoli WT growth: -17

Next compounds follow:
smiles	Ecoli WT growth
C=CCn1c(SCc2cc(=O)n3ccsc3n2)nnc1C1CCCCC1	17
O=C(O)CCCC(=O)Nc1nc(-c2ccc(F)cc2)cs1	-1
CN(C)S(=O)(=O)N1CCN(C(=O)N(c2ccccc2)c2ccccc2)CC1	-6
CS(=O)(=O)N1CCCC(C(=O)NCCc2ccccc2)C1 (configuration not stated)	-14
Cc1cc(C)n(-c2nc3ccccc3c(=O)n2OCCOc2ccccc2)n1	9
CCOCCn1c(CN2CCN(CC)CC2)nc2c1c(=O)n(C)c(=O)n2C	11
O=C(Nc1ccc2nc(-c3cccs3)[nH]c2c1)c1ccco1	2
O=C(Nc1ccc(S(=O)(=O)N2CCc3ccccc3C2)cc1)C1CCCO1 (configuration not stated)	-32
O=C(C1CCC(C(=O)N2CCc3ccccc32)CC1)N1CCc2ccccc21 (configuration not stated)	-22
COC(=O)c1sc(NC(=O)Cc2cccs2)nc1C	4
Cc1occc1C(=O)Nc1c(F)cc(F)cc1Br	-13
COc1ccc(NC(=O)c2oc3cc(C)c(C)cc3c2C)c(OC)c1	-20
Cc1ccccc1NC(=O)c1ccccc1	0
Cc1cc(C(=O)NCc2cccnc2)no1	0
CCOC(=O)C1CCCN(C(=O)c2cc3c(=O)n4cccc(C)c4nc3n2C)C1 (configuration not stated)	14

Entries above with an NH in an aromatic ring:
smiles	Ecoli WT growth
COCC(=O)N(Cc1ccc(OC)cc1)Cc1nc2ccccc2c(=O)[nH]1	19
CC(Sc1n[nH]c(=O)[nH]c1=O)C(=O)OCc1ccccc1 (configuration not stated)	0
O=C(Nc1ccc2nc(-c3cccs3)[nH]c2c1)c1ccco1	2

(cont.)
smiles	Ecoli WT growth
Cc1ccccc1NC(=O)c1c(F)c(F)c(F)c(F)c1F	-11
O=C(CSc1nnc2scc(-c3ccccc3)n12)N1CCN(Cc2ccccc2)CC1	1
COc1ccc(C2CC(C(F)(F)F)n3nc(C(=O)NCc4c(C)nn(C)c4C)c(Cl)c3N2)cc1 (configuration not stated)	-19
O=C(c1ccc2c(c1)OCO2)N1CCNc2ccccc2C1	9
CCCC(=O)N(Cc1cc2ccccc2[nH]c1=O)c1ccccc1OC	-4
O=S(=O)(/N=C(/Nc1cc(N2CCOCC2)ncn1)c1ccc(F)cc1)c1ccccc1	-17
COc1cc(C2C(C(=O)c3ccco3)=C(O)C(=O)N2c2cc(C)on2)cc(Br)c1O (configuration not stated)	-10
COC(=O)c1ccc(NC(=O)C2CC(=O)N(c3cc(C)ccc3C)C2)cc1 (configuration not stated)	-4
Oc1ccccc1-c1nc(NCC2CCCO2)c2ccccc2n1 (configuration not stated)	-16
COc1cc(N/C(=N/S(=O)(=O)c2ccccc2)c2ccccc2)ncn1	-12
CCOC(=O)c1c(NC(=O)c2nn(CC)cc2Br)c(C#N)nn1-c1ccccc1	-7
O=C(NCc1ccccn1)C1CCCN(S(=O)(=O)c2ccc(Br)cc2)C1 (configuration not stated)	-17
O=C(O)CCC(=O)c1cccc2ccccc12	-5
Cc1nc2cc(NC(=O)N3CC4(C)CC3CC(C)(C)C4)ccc2n1C (configuration not stated)	-4
CCCc1cc(=O)oc2c(C)c3occ(C)c3cc12	4
O=C(N1CCCCC1)N1CCN(C(=O)N(c2ccccc2)c2ccccc2)CC1	-14
CN1CCN(c2ccc(NC(=O)c3ccccc3Br)cc2)CC1	8
Cc1ccc(-c2nnc(N3CCN(c4ccccn4)CC3)c3ccccc23)cc1	4
CCOc1ccc(-c2cc(C(=O)N3CCN(c4ccccn4)CC3)c3ccccc3n2)cc1	2
CS(=O)(=O)N1CCN(c2ccc(NC(=O)c3ccc(Br)o3)cc2)CC1	-19
CCNc1nc(SCc2ccccc2)nc(N2CCOCC2)n1	-8
O=C(Oc1cccc2cccnc12)c1ccc2c(c1)OCCO2	-5
Cc1ccccc1-c1nc(CN2CCC(C(=O)NCc3cccnc3)CC2)c(C)o1	4
COc1cc(NS(=O)(=O)c2ccc(NC(=O)NC3CCCCC3)cc2)nc(OC)n1	-16
Cc1ccc(Nc2nnns2)cc1C	2
COc1ccc(-c2nc3ccccc3c(=O)n2CCN2CCOCC2)cc1	-15
Cc1c(C(=O)NCc2ccccc2)oc2c1C(=O)CCC2	-3
CCOc1ccc(-c2nnn(CC(=O)N3CCN(c4ccc(F)cc4)CC3)n2)cc1OCC	-6
CCOCC(=O)Nc1nnc(COCC)s1	-15
COc1cc(S(=O)(=O)N2CCC(N3CCCCC3)CC2)ccc1-n1cnnn1	6

A few values from the results shown.
O=C(Oc1cccc2cccnc12)c1ccc2c(c1)OCCO2 in Ecoli WT growth is listed with -5
CN1CCN(c2ccc(NC(=O)c3ccccc3Br)cc2)CC1 in Ecoli WT growth is listed with 8
COc1cc(S(=O)(=O)N2CCC(N3CCCCC3)CC2)ccc1-n1cnnn1 in Ecoli WT growth is listed with 6
COc1cc(NS(=O)(=O)c2ccc(NC(=O)NC3CCCCC3)cc2)nc(OC)n1 in Ecoli WT growth is listed with -16
CCOc1ccc(-c2nnn(CC(=O)N3CCN(c4ccc(F)cc4)CC3)n2)cc1OCC in Ecoli WT growth is listed with -6
Cc1ccc(-c2nnc(N3CCN(c4ccccn4)CC3)c3ccccc23)cc1 in Ecoli WT growth is listed with 4
CCNc1nc(SCc2ccccc2)nc(N2CCOCC2)n1 in Ecoli WT growth is listed with -8

Next part.
smiles	Ecoli WT growth
CC(=O)Nc1ccc2oc(-c3cc(F)c(F)cc3Cl)nc2c1	-13
CCCC(=O)Nc1ccc(C(=O)n2nnc3ccccc32)cc1	-29
O=S(=O)(c1cccs1)N1CCC(Cc2ccccc2)CC1	-16
COC(=O)c1ccc(C(=O)OC)c(NC(=O)COc2ccccc2OC)c1	-1
CCCS(=O)(=O)N1CCN(c2ccccc2F)CC1	15
O=C(CN(C(=O)CCNC(=O)c1ccco1)c1ccccc1)NC1CCCC1	10
CCNC(=O)CC(=O)Nc1ccccc1C(=O)O	-6
CCCCCn1c(Br)nc2c1c(=O)n(CC(N)=O)c(=O)n2C	-22
CCOc1ccc(C)cc1S(=O)(=O)N1CCCCC1	2
CCOC(=O)C1C(=O)NC(SCC(=O)Nc2nccs2)=C(C#N)C1c1ccccc1OCC (configuration not stated)	-2
CCOc1ccccc1NC(=O)C1CCCN(S(=O)(=O)c2ccc(OC)c(C)c2)C1 (configuration not stated)	-10
NS(=O)(=O)c1ccc(Nc2nc(-c3ccc(O)cc3)cs2)cc1	-19
COc1cc(=O)[nH]c(SCc2c(F)c(F)c(F)c(F)c2F)n1	-1
Cc1ccccc1OCCCN1C(=O)C(=O)c2cccc(C)c21	0
CCOC(=O)C1CCN(C(=O)Nc2ccc3snnc3c2)CC1	-8

Carrying on:
mol | Ecoli WT growth
COC(=O)c1ccccc1NC(=O)CN(CCc1ccccc1)S(C)(=O)=O | -18
c1ccc(-c2nnc(N3CCN(c4ccccn4)CC3)c3ccccc23)cc1 | -20
COC(=O)c1ccccc1NC(=O)c1noc2c1CCC2 | 6
CN(C)S(=O)(=O)c1ccc(C(=O)Nc2ccccc2C(=O)O)cc1 | -9
Cc1nc(Nc2ccc(S(N)(=O)=O)cc2)oc1C | -12
CC1(C)Cc2c(C#N)c(N)n(-c3ccccc3)c(=O)c2CO1 | -20
O=C(NCc1cccnc1)c1ccccn1 | 4
CCOC(=O)N1CCC(NC(=O)C2CCN(S(=O)(=O)c3cccc4cccnc34)CC2)CC1 | 18
CC1CCN(C(=O)CSc2nnc(-c3ccc(S(=O)(=O)N4CCOCC4)cc3)n2C)CC1 | 7
O=S(=O)(NCC1CCCO1)c1ccc2oc3ccc(S(=O)(=O)NCC4CCCO4)cc3c2c1 (configuration not stated) | -17
COc1ccccc1C(=O)Nc1ccc(S(=O)(=O)N2CCCC2)cc1 | -8
Oc1ccc(Nc2nc(-c3ccc(O)cc3)cs2)cc1 | -3
CC1Cc2ccccc2N1S(=O)(=O)c1ccc2c(c1)n(C)c(=O)c(=O)n2C (configuration not stated) | 20
CN(C)S(=O)(=O)Nc1ccc(Oc2ccccc2)cc1 | -2
O=C(Cc1c(F)cccc1Cl)Nc1ccncc1 | 4
O=C(CCN1C(=O)c2ccccc2C1=O)NCCN1CCOCC1 | 1
O=C(O)C1CC=C(Cl)CC1C(=O)NCc1ccccc1 (configuration not stated) | -2
O=C(Nc1ccc(N2CCOCC2)cc1N1CCOCC1)c1ccco1 | 2
O=C(O)c1cc(Cl)ccc1NC(=O)C1CCCO1 (configuration not stated) | -21
COc1cc(C2Nc3ccc4ncccc4c3C3=C2C(=O)CCC3)cc(OC)c1O (configuration not stated) | -18
CC1(C)Cc2c(c(=S)nc(-c3ccccc3)n2CCN2CCOCC2)CO1 | -14
Cc1nc(SCC#N)c2c(C)c(C)sc2n1 | -7
COc1cccc(OC)c1C(=O)Nc1cccc(C(C)=O)c1 | 7
CC(=O)Cc1nsc(NC(=O)c2ccc(-c3ccccc3Cl)o2)n1 | -24
CC1CCCc2sc3nc(N4CCN(CCO)CC4)n4ncnc4c3c21 (configuration not stated) | -16
NC(=O)c1oc2ccc(Cl)cc2c1NC(=O)CN1CCOCC1 | 6
COc1ccc(S(=O)(=O)N(C)CC(=O)NC2CC2)cc1 | 3
CCC(C(=O)Nc1cnccn1)c1ccccc1 (configuration not stated) | -15
CCCCCOC(=O)CSc1nnc(-c2cc(OC)c(OC)c(OC)c2)o1 | 4
COc1ccccc1-n1c(C)nnc1SCC(N)=O | 8
O=C(c1cc(-c2cccnc2)nc2ccc(Br)cc12)N1CCC2(CC1)OCCO2 | 0
CC(=O)Nc1cc2c(cc1C(=O)C(C)C)OCCO2 | -14
CC(C)Nc1nc(SCC(=O)Nc2ccccc2)nc(N2CCOCC2)n1 | -14
CC(C)(C)OC(=O)N1CC(O)CC1C(=O)OCC(=O)c1ccc(Cl)cc1 (configuration not stated) | -3
O=C(CCN1C(=O)c2ccccc2S1(=O)=O)Nc1ccc2c(c1)OCCO2 | -24
CC(=O)Nc1cccc(OCC(=O)Nc2ccccc2)c1 | -6
CCSc1nncn1/N=C/c1ccc(OC)c(OC)c1 | -4
CC(=O)c1cccc(NC(=O)c2ccc(N(C)S(C)(=O)=O)cc2)c1 | -18
COC(=O)CN1C(=O)CC(C)(C)S(=O)c2ccccc21 (configuration not stated) | -2
COc1cccc(NC(=O)Cc2nnc(SCCOc3ccccc3)n2C)c1 | -14
c1ccc(-n2nnnc2OCCOc2nnnn2-c2ccccc2)cc1 | -6
CCN(CC(=O)N1CCOCC1)S(=O)(=O)c1ccc(C)cc1 | -16
CCC(=O)c1ccc(O)cc1 | 6
CSc1ccc(Cn2nnc(C(=O)NCc3ccccc3)c2N)cc1 | 3
Cc1ccc(SCC(=O)N2CC(C)OC(C)C2)cc1 (configuration not stated) | -16
O=S(=O)(N1CCOCC1)n1nnc2ccccc21 | -20
COc1cccc(NC(=O)CNC(=O)c2ccccc2)c1 | -26
CCOc1ccccc1NC(=O)CC1Nc2cc(C)c(C)cc2NC1=O (configuration not stated) | 5
Cc1ccccc1C(OCCN(C)C)c1ccccc1 (configuration not stated) | 5
O=c1c2nnn(Cc3ccc(Cl)cc3)c2ncn1Cc1ccc(F)cc1 | -2
CC1=C(C(=O)OCc2ccccc2)C(c2ccco2)n2ncnc2N1 (configuration not stated) | -3
CS(=O)(=O)N(CCc1ccccc1)CC(=O)Nc1ccc2c(c1)OCO2 | -33
O=C(c1cccc(COCC(F)(F)C(F)F)c1)N1CCN(c2ccccc2)CC1 | -7
O=C(Cn1cnc2c(nnn2Cc2ccccc2)c1=O)c1ccc(Cl)cc1 | 16
Cc1ccccc1Nc1nc(N)nc(CN2CCN(c3ccccn3)CC2)n1 | -12
COc1ccc(CC(=O)NCc2ccccc2)cc1S(=O)(=O)N1CCOCC1 | 13
CCCc1ncc(C(O)c2cccc3ccccc23)n1C (configuration not stated) | -20
COc1ccc(C2C(C(=O)Nc3cccnc3)=C(C)Nc3nc(-c4cccs4)nn32)cc1OC (configuration not stated) | -1
Cc1cc(C(F)F)n2nc(C(=O)Nc3ccc(S(=O)(=O)N4CCCC4)cc3)nc2n1 | -17
O=C(c1ccco1)N1CCN(c2c(-c3ccccc3)c3cc(Cl)ccc3[nH]c2=O)CC1 | 16
CC(NC(=O)c1cc2c(=O)n(C)c3ccccc3c2n1C)c1ccc2c(c1)OCCO2 (configuration not stated) | -3
CCCn1c(NCc2cccc(OC)c2O)nc2ccccc21 | 5
